ARNT-TACC3 inh – disruptors of human ARNT/TACC3 interaction. Q9Y6A5. AlphaScreen His-ARNT PAS-B/GST-TACC3 binding, luminescence; TACC3 fragment carries E629A point mutation. inhibition, % at 9.99 µM. 390,000 compounds, 0.66% hits. AID 623870;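 active = mean inhibition of replicates at least 50% and at least half of replicates each reaching 50%; inconclusive = half or more replicates reach 50% but mean below 50%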;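 note: 0% = complete ARNT plus TACC3 wells and 100% = ARNT alone without TACC3; many hits fall short of the cut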
PAX8 inh HTS – inhibitors of PAX8 transcriptional activity in RMG-I cells | RMG-I TPO-luciferase reporter, SteadyGlo, 24 h | inhibition, % at 12.6 µM | 360,000 compounds, 1.2% hits;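 active = mean replicate inhibition at least 60% with every replicate also reaching 60%; inconclusive = only one of the two criteria is met; inactive = mean below 60% and not all replicates reaching 60%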;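 note: luciferase light reporting Pax8 driven TPO promoter activity; plate controls were median of neutral control wells for no effect and mitoxantrone controls for full effect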
F508del corr – CFTR F508del correction in bronchial cells. 350,000 compounds, 0.36% hits. AID 720511. CFBE cells, YFP halide quenching; stimulated with forskolin plus potentiator P3; % fluorescence drop versus neutral controls. activity (quench increase), % at 7.58 µM;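 active = mean added fluorescence quench of at least 8% versus neutral control, with both replicates also reaching 8%; inconclusive = only one of the mean or replicate conditions met; inactive = mean below 8% and not both replicates reaching 8%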;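 note: cells transiently co-express mutant CFTR-F508del with the halide-sensitive YFP; corrector assay measuring rescue of mutant channel to the surface after 24 h compound exposure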
INS-1E GSIS act – primary screen for activators of insulin secretion dependent on glucose, INS-1E cells, GLuc reporter luminescence. INS-1E GLuc reporter insulin secretion, 2-3 h. activation, % at 16.6 µM. 370,000 compounds, 0.61% hits;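 active = lowest replicate activation of at least 40%, so every replicate reaches that level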;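 note: 0% = median of neutral control wells and 100% = median of IBMX positive control wells; some compounds called inactive have numbers as strong as hits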
XiGFP reactiv – reactivates the inactive X chromosome in mouse fibroblasts; XiGFP mouse fibroblasts, % GFP-positive cells imaging, 3 d; cells co-treated with 5-aza-dC sensitizer; scaled so ellipticine positive control = 100%; activation, % at 7.58 µM; 360,000 compounds, 0.055% hits;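 active = mean normalized replicate activation at least 10% and every replicate at or above 10%; inconclusive = only one of the two criteria met; inactive = mean below 10% and not all replicates reach 10%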;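 note: 0% = median of on-plate neutral control wells and 100% = ellipticine 6 µM median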
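assay system = SV40-immortalized XiGFP fibroblast cells, line 68-5-11 | buffer or medium = DMEM plus 5-aza-dC sensitizer | doses = single-point pinned compound dosing | times = 3-day compound exposure, then 15 min fixation at room temperature | benchmarks = positive control ellipticine, 6 µM final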
DENV2 CPE rescue – inhibitors of DENV2 cytopathic effect | DENV2-infected cells, cytopathic effect rescue, plate reader | CPE inhibition, % at 9.99 µM | 350,000 compounds, 1.7% hits | AID 651640; in the data active = CPE inhibition above about 20%, passing the limit was not always enough; inconclusive = no clear call, values can overlap the other calls; tested in BHK-21 cells;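 note: 0% = median of neutral control wells and 100% = median of positive control wells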
ERp5 block – blocks human ERp5 reductase activity on insulin; inhibition, % at 9.99 µM; ERp5 insulin aggregation, absorbance 650 nm, 90 min; Q15084; 350,000 compounds, 0.05% hits;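 active = mean replicate inhibition above about 25%, with every replicate also reaching it, limit read from the data, passing the limit was not always enough; inconclusive = only one of those two criteria met; inactive = neither criterion met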
Target sequence (Q15084 whole entry, looked up): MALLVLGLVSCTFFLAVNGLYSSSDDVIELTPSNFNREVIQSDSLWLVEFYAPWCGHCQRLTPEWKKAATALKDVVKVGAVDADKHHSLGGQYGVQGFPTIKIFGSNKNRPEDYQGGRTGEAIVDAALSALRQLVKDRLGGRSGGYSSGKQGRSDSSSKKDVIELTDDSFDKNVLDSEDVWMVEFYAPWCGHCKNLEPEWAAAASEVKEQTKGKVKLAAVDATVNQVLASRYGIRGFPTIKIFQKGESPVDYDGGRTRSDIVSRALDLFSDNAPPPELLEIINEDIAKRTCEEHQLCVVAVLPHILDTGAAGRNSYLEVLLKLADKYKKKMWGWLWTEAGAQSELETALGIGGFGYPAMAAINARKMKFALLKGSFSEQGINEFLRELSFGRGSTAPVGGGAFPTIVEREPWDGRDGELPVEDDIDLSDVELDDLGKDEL
EWS-Fli block – EWS/Fli transcriptional activity inhibition | A673 NR0B1-luciferase reporter, viability-normalised | inhibition, % at 12.6 µM | 350,000 compounds, 0.67% hits;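 active = mean inhibition of at least 50% after viability correction, with every replicate also passing that limit; inconclusive = mean reaches 50% but only one of two replicates passes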;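 note: firefly luciferase signal divided by Alamar Blue viability fluorescence both relative to DMSO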
* = called active by the depositor; ? = inconclusive; / = not tested or not shown.

canonical_smiles,ARNT-TACC3 inh,PAX8 inh HTS,F508del corr,INS-1E GSIS act,XiGFP reactiv,DENV2 CPE rescue,ERp5 block,EWS-Fli block
COc1cccc(C(=O)N2CCC[C@H]2C(=O)N2CCC[C@H]2C(=O)N(C)Cc2ccccc2)c1,/,4,1.4,7,0.0,1,-2,-2
CCN1[C@@H]2c3ccc(-c4cccc(F)c4)c(=O)n3C[C@@H]2[C@@H](CO)[C@@H]1C(=O)OC,/,/,2.2,-2,0.4,19,-6,-8
CCc1nnc(NC(=O)c2cc(-c3cccnc3)nc3ccccc23)s1,-1,3,-0.4,1,0.3,3,-7,23
Cc1ccccc1N1CCN(C(=O)c2ccccc2NC(=O)c2ccccc2C(=O)O)CC1,6,-21,-0.8,-14,0.1,2,6,13
Cc1ccccc1N1CCN(CCC(=O)Nc2ccc(F)cc2)CC1,-7,-19,0.8,-23,0.1,-2,4,16
O=C(NCc1cccnc1)c1cccn1-c1ncc(C(F)(F)F)cc1Cl,0,7,-2.8,8,0.0,-12,-3,-1
CC(=O)c1ccc(NC(=S)N2CCCC(CO)C2)cc1 (stereo not drawn),-5,33,0.0,3,0.0,/,-8,-31
CCOC(=O)c1c(C)[nH]c(C)c1C(=O)COC(=O)Cc1n[nH]c(=O)c2ccccc12,-8,14,2.6,23,0.0,-4,-9,-2
CCCN1C[C@@H](C)[C@H](OC)CN(C)C(=O)c2ccc(NC(=O)Nc3c(C)noc3C)cc2OC[C@H]1C,-4,/,4.8,2,-0.1,2,-1,-2
CCOC(=O)C1=C(C(F)(F)F)Nc2ncnn2C1c1ccc(OC)cc1OC (stereo not drawn),8,-15,/,-2,-0.1,/,/,/
CCCNC(=O)N(C)C[C@@H]1Oc2cc(C3=CCCC3)ccc2S(=O)(=O)N([C@@H](C)CO)C[C@H]1C,-1,-25,0.0,-3,0.4,1,-2,9
O=C(NC(=S)NCCO)c1sc2ccccc2c1Cl,-2,-94,-1.9,-2,0.0,5,-1,-56

Four compounds from above, sorted by molecular weight, smallest number first.
canonical_smiles,ARNT-TACC3 inh,PAX8 inh HTS,F508del corr,INS-1E GSIS act,XiGFP reactiv,DENV2 CPE rescue,ERp5 block,EWS-Fli block
CC(=O)c1ccc(NC(=S)N2CCCC(CO)C2)cc1 (stereo not drawn),-5,33,0.0,3,0.0,/,-8,-31
O=C(NC(=S)NCCO)c1sc2ccccc2c1Cl,-2,-94,-1.9,-2,0.0,5,-1,-56
COc1cccc(C(=O)N2CCC[C@H]2C(=O)N2CCC[C@H]2C(=O)N(C)Cc2ccccc2)c1,/,4,1.4,7,0.0,1,-2,-2
CCCNC(=O)N(C)C[C@@H]1Oc2cc(C3=CCCC3)ccc2S(=O)(=O)N([C@@H](C)CO)C[C@H]1C,-1,-25,0.0,-3,0.4,1,-2,9

Additional structures follow:
canonical_smiles,ARNT-TACC3 inh,PAX8 inh HTS,F508del corr,INS-1E GSIS act,XiGFP reactiv,DENV2 CPE rescue,ERp5 block,EWS-Fli block
COc1cccc(NC(=O)[C@H](NC(=O)[C@@H]2Cc3ccccc3CN2)c2ccccc2)c1,6,11,-0.4,-42,0.4,9,2,-30
CC(C)C[C@@H](CNCC(=O)[C@H](CC(=O)O)NC(=O)c1[nH]cnc1C(=O)N[C@H](CN)CC(C)C)NC(=O)c1nc[nH]c1C(=O)N[C@@H](C)C(=O)O,-9,18,0.6,-2,1.5,11,-2,7
CCOc1cc(CNCC(C)C)c(Cl)cc1OCC(=O)Nc1ccccc1,-19,-17,0.7,-18,0.8,2,0,1
C[C@H]1CN([C@@H](C)CO)C(=O)c2cccc(NS(=O)(=O)c3cn(C)cn3)c2O[C@@H]1CN(C)Cc1ccccc1,2,-33,-2.3,6,-1.2,15,1,-3
COc1ccc2[nH]c(=O)c(CN(Cc3cccnc3)S(=O)(=O)c3ccccc3F)cc2c1,/,44,0.2,-22,0.3,-1,-2,6
Cc1ccc(NC(=O)CS(=O)CC(=O)Nc2ccccc2-c2ccc(C)o2)cc1 (stereo not drawn),-3,4,7.5,-11,0.1,?,1,1
CC(=O)NC1(C(=O)O)CCCC1,-16,16,-4.4,4,0.5,4,0,-1
Cc1noc(C)c1NC(=O)N(C)C[C@@H]1Oc2ccc(NS(=O)(=O)c3cn(C)cn3)cc2C(=O)N([C@H](C)CO)C[C@H]1C,-5,/,-0.5,24,0.2,-9,3,-5
FC(F)(F)c1ccc(CN2CCCCCC2)cc1,0,/,1.6,14,/,-4,0,-25
O=C(NCCCn1ccnc1)c1ccc(Cl)c(Cl)c1,3,2,1.7,0,0.0,-3,-3,15
O=C(Cc1cccs1)NCCc1ccc(Cl)cc1,-4,-28,-0.4,-1,0.0,1,-6,/
Cc1ccc(NC(=O)N2CCCC2C(=O)Nc2nnc(C(C)C)s2)cc1 (stereo not drawn),-2,-17,-0.4,-8,0.0,-1,3,-6
CCOC(=O)N/N=C(/C)c1cccc(-n2cnnn2)c1,1,10,2.2,3,0.1,/,-13,5
COc1ccccc1-c1ccccc1[C@H]1[C@@H](C#N)N(C(=O)CN(C)C)[C@@H]1CO,/,/,-1.4,4,0.1,3,-5,-1
COc1ccccc1NC(=O)N1C[C@H](O)COC[C@H]2O[C@H](CC(=O)NCCc3ccncc3)CC[C@@H]21,-5,-1,0.7,9,0.1,-5,3,-7
COc1ccccc1CNc1nc(NCc2ccc(C(C)C)cc2)c2sccc2n1,/,47,0.3,-11,0.2,-1,10,4
CC(=O)Nc1ccc(C(=O)N(C)C(C(=O)Nc2ccccc2)c2ccccn2)cc1 (stereo not drawn),-9,17,/,4,-0.1,-6,1,0
O=C(c1ccccc1)N1CCN(Cc2cccc(Oc3ccccc3)c2)CC1,/,18,0.7,-9,0.2,-6,-2,14
CC(=O)Nc1ccc(C=NN=C2c3ccccc3-c3ccccc32)cc1,5,-10,1.5,-3,0.1,6,-1,-6
CN(C)C(=O)[C@H]1[C@H](CO)[C@H]2Cn3c(ccc(C4=CCCCC4)c3=O)[C@@H]1N2Cc1cccnc1,-1,/,-1.4,7,0.5,-2,4,3
C[C@H](CO)N1C[C@H](C)[C@H](CN(C)C(=O)c2ccccn2)Oc2cc(C#CCC3CCCC3)ccc2S1(=O)=O,-1,/,3.4,-16,0.0,-4,3,8
O=C(O)CCC1C(=O)NC(=O)CC1c1ccccc1 (stereo not drawn),/,8,1.8,/,0.0,9,-4,3
COc1ccc(OCCC(=O)OCC(=O)NC2CCCCC2)cc1,-1,-1,2.0,3,0.1,4,-1,-11
COC(=O)C[C@@H]1CC[C@H](NC(=O)Nc2ccc(F)cc2)[C@@H](CO)O1,/,-6,1.8,16,0.0,2,6,1
C=C(C)COc1ccc(-c2[nH]ncc2Oc2ccccc2OC)c(O)c1,5,/,1.0,27,/,-3,2,7
C[C@@H]1CCCCO[C@@H](CN(C)S(=O)(=O)c2cn(C)cn2)[C@H](C)CN([C@H](C)CO)C(=O)c2cc(NC(=O)CCC(F)(F)F)ccc2O1,-8,-10,-2.2,5,0.4,7,-5,-9
CC(C)CC#Cc1ccc2c(c1)O[C@@H](CN(C)C(=O)c1ccccc1F)[C@H](C)CN([C@@H](C)CO)S2(=O)=O,-4,/,-0.3,-32,-0.6,39*,0,26
O=C(CSc1n[nH]c(-c2ccccc2)n1)NC1CCCCC1,-1,6,-0.1,31,0.3,-6,-1,5
C[C@H](CO)N1C[C@H](C)[C@H](CN(C)Cc2ccc(-c3ccccc3)cc2)Oc2c(NC(=O)C3CC3)cccc2C1=O,-1,/,4.6,-22,0.2,1,-5,3
C[C@H](CO)N1C[C@H](C)[C@H](CN(C)Cc2ccc3c(c2)OCO3)Oc2ccc(NC(=O)Nc3ccc4c(c3)OCO4)cc2CC1=O,-1,-8,-0.5,-19,0.0,8,12,2
COc1ccc(C#Cc2ccc([C@@H]3[C@H](CO)N4CCCCN(C(=O)Nc5ccccc5)C[C@@H]34)cc2)cc1,25,54,-4.9,-17,0.1,34*,0,70*
CO[C@H]1CN(C)C(=O)c2cc(NC(=O)Nc3ccccc3)ccc2OC[C@@H](C)N(C(=O)Nc2c(C)noc2C)C[C@@H]1C,-2,-2,-1.3,-5,0.9,0,0,1
O=C(c1ccc(Cl)c(Cl)c1)N1CCN(c2ccccn2)CC1,0,10,2.9,-12,0.1,-10,-2,3
C=CCc1cccc2cc(C(=O)N3CCN(C(=O)c4ccccc4)CC3)c(=O)oc12,-9,-2,-3.9,0,3.1,-3,2,7
C[C@H](CO)N1C[C@H](C)[C@H](CN(C)CC2CCCCC2)Oc2ccc(NS(=O)(=O)c3ccccc3)cc2CC1=O,25,-7,-2.2,12,0.1,-4,-9,1
COc1ccc(S(=O)(=O)N2CCCC(C(=O)NC3CC3)C2)cc1Cl (stereo not drawn),/,1,-0.1,12,0.0,8,3,0

Record cards (already shown):
COc1ccc(S(=O)(=O)N2CCCC(C(=O)NC3CC3)C2)cc1Cl (stereo not drawn) is listed with ARNT-TACC3 inh = /; PAX8 inh HTS = 1; F508del corr = -0.1; INS-1E GSIS act = 12; XiGFP reactiv = 0.0; DENV2 CPE rescue = 8; ERp5 block = 3; EWS-Fli block = 0
C=C(C)COc1ccc(-c2[nH]ncc2Oc2ccccc2OC)c(O)c1 is listed with ARNT-TACC3 inh = 5; PAX8 inh HTS = /; F508del corr = 1.0; INS-1E GSIS act = 27; XiGFP reactiv = /; DENV2 CPE rescue = -3; ERp5 block = 2; EWS-Fli block = 7
O=C(CSc1n[nH]c(-c2ccccc2)n1)NC1CCCCC1 is listed with ARNT-TACC3 inh = -1; PAX8 inh HTS = 6; F508del corr = -0.1; INS-1E GSIS act = 31; XiGFP reactiv = 0.3; DENV2 CPE rescue = -6; ERp5 block = -1; EWS-Fli block = 5

Next section
canonical_smiles,ARNT-TACC3 inh,PAX8 inh HTS,F508del corr,INS-1E GSIS act,XiGFP reactiv,DENV2 CPE rescue,ERp5 block,EWS-Fli block
CCCCN(C(=O)C1CC1)C1CCS(=O)(=O)C1 (stereo not drawn),-1,-26,-3.5,28,0.2,-4,0,-3
Cc1ccccc1CN1C(=O)c2ccccc2C1c1nnnn1-c1ccc2c(c1)OCCO2 (stereo not drawn),/,25,4.8,-4,2.0,-10,-3,61*
O=C(Nc1ccc(Cl)cc1)N1C[C@H]2[C@@H](c3ccccc31)[C@H](CO)N2CC1CCCC1,1,14,3.9,-41,0.1,1,-2,3
Cc1ncc([N+](=O)[O-])n1CC(O)CCl (stereo not drawn),-5,0,-2.3,/,-0.1,5,-3,-19

Hits appear at their usual frequency (roughly 4.2% active in at least one column).
